Plk1 PBD FP: Plk1 (human) PBD binding inhibition. P53350. Plk1 PBD phosphopeptide binding, fluorescence polarization. inhibition, %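 (tested at about 20 µM)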. 97,000 compounds, 0.13% hits. AID 693; in the data active = inhibition above about 34%, passing the limit was not always enough
Target sequence (P53350 whole entry, looked up): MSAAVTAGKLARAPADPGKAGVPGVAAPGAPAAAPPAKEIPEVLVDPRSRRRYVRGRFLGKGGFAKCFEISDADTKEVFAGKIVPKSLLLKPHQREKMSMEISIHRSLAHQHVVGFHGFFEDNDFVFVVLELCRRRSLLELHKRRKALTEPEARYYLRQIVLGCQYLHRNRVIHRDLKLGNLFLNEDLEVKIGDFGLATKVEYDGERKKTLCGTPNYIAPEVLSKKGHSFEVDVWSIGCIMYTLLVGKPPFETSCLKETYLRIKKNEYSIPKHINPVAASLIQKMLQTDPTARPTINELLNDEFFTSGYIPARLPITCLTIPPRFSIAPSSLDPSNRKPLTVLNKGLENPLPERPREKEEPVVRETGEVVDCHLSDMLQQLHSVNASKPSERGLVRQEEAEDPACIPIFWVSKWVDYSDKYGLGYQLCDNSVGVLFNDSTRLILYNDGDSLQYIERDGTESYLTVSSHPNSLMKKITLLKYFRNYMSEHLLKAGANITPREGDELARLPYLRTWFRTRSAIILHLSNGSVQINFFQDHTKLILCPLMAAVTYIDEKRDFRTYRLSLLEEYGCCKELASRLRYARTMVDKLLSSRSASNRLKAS
PTPN22 inh 2: LYP (human) phosphatase inhibition; Q9Y2R2; recombinant LYP catalytic domain, DiFMUP fluorescence; inhibition, % at 2 µM; 96,000 compounds, 0.21% hits;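 active = inhibition at 2 µM at or above a set limit, the screen mean plus 3 SD, cut at about 24% in these data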;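 also: 0% = DMSO with enzyme and 100% = enzyme fully blocked by orthovanadate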
LYP act: activators of human LYP (PTPN22) phosphatase; AID 697; recombinant LYP, DiFMUP fluorescence; 0 = plate median, 100 = signal doubled; activation, % at 2 µM; 96,000 compounds, 0.11% hits; Q9Y2R2;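 active = activation at 2 µM above a set limit, the mean plus 5 SD, cut at about 37% in these data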
Candida biofilm: kills Candida albicans biofilms. C. albicans biofilm + clotrimazole, Alamar Blue. inhibition, % at 6 µM. 85,000 compounds, 0.14% hits. AID 834;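 active = inhibition above 20%; inactive = inhibition below 20%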;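 also: preformed 24 hr biofilms exposed to compound for 48 hr; 0% = biofilm without compound and 100% = blank killed by clotrimazole plus chlorhexidine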
CYP2C9 inh: human CYP2C9 inhibition; P11712; CYP2C9 Supersomes, luciferin-H conversion, luminescence; inhibition, % at 5 µM; 96,000 compounds, 20% hits;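 active = blocking of liver enzyme CYP2C9 beyond about 50% at 5 µM, limit read from the data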; also: values of inactives mirror those of a sister screen read the other way
CYP2C9 activ: increases human cytochrome P450 2C9 activity; P11712; recombinant CYP2C9, luciferin-H conversion, luminescence; hits give high values; factor 1 = untreated enzyme, 0 = blocked; activation factor at 5 µM; 96,000 compounds, 1.4% hits; AID 1024;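 active = activation factor of 2 or more for CYP2C9 at a 5 µM dose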;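 also: 0 = sulfaphenazole-blocked wells and 1 = vehicle-only wells; values of inactives mirror those of a sister screen read the other way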
HIV Rev-RRE inh: inhibitors of HIV-1 Rev-RRE RNA interaction; P05866; Rev peptide-RRE RNA binding, FRET; inhibition, % at 8 µM; 97,000 compounds, 0.79% hits; AID 704;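 active = inhibition above the screen-wide mean plus 3 SD, cut at about 35% in these data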;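 also: 0% = median DMSO wells and 100% = median Neomycin B control wells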
Target sequence (P05866 whole entry, looked up): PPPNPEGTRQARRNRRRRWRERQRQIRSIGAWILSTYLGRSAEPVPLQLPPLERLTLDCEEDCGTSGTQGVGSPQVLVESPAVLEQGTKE
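System: Cy5-labelled duplex RRE RNA binding fluorescein-labelled HIV Rev peptide; Signal: fluorescein-to-Cy5 FRET, 480 nm excitation; Also added: labelled Rev peptide; Compound: one concentration, 8 µM nominal; Buffer or medium: HEPES pH 7.5 salt buffer with EDTA; Read-out: % inhibition of FRET ratio versus controls; Schedule: 5 min preincubation and 15 min binding, 25 °C.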
EphB4 antag: blocks human EphB4 binding to ephrin-B2 | P54760 | EphB4 LBD / TNYL-RAW-Alexa532 peptide, fluorescence polarization | inhibition, % at 7 µM | 97,000 compounds, 0.15% hits;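 active = inhibition above the screen-wide mean inhibition plus 3 SD, cut at about 15% in these data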;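 also: 0% = DMSO wells and 100% = excess unlabeled TNYL-RAW peptide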
PLK1 kinase inh: inhibitors of human PLK1 kinase. AID 619. inhibition, % at 10 µM. 97,000 compounds, 0.53% hits. P53350. recombinant PLK1 kinase, TR-FRET peptide phosphorylation;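 active = inhibition of 50% or more in the single-concentration screen; inactive = inhibition below 50%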;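 also: 0% = DMSO max control and 100% = H-89 dihydrochloride min control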
The depositor's hits bear a star; nt = no result given.

Values run as follows: Plk1 PBD FP	PTPN22 inh 2	LYP act	Candida biofilm	CYP2C9 inh	CYP2C9 activ	HIV Rev-RRE inh	EphB4 antag	PLK1 kinase inh
- CCOC(=O)N1CCN(C(=O)CN(Cc2ccccc2)S(=O)(=O)c2ccc(OC)c(Cl)c2)CC1
    9	4	-3	1	55*	0.5	-4	-1	-3
- Cc1nnc(NC(=O)CSc2nnc(CNC(=O)C34CC5CC(CC(C5)C3)C4)n2C2CCCCC2)s1
    10	-6	3	8	1	1	-2	-8	-1
- COCCCNc1oc(-c2ccccc2OC)nc1C#N
    2	-1	-2	6	2	1	-3	-3	-15
- CCc1ccccc1NC(=O)/C(=C/c1ccco1)c1ccccc1
    16	6	-4	67*	17	0.8	10	7	-9
- CC(C)(C)C(=O)c1cnc(Nc2ccccc2Cl)s1
    -8	5	-2	9	32	0.7	3	-4	-15
- Cc1c(C)c2cc3c4c(oc3c(C)c2oc1=O)CCCC4
    -3	-5	2	4	10	0.9	5	6	-20
- Cc1ccc(Cn2ncc3c(N4CCN(c5ccccc5C)CC4)ncnc32)cc1
    13	12	-10	5	74*	0.3	10	13	0
- CC(C)Cc1nc(N2CCOCC2)c(C#N)c2c1CCC2
    -8	0	-3	0	40	0.6	0	-2	-11
- c1cncc(C(c2nnnn2C2CCCC2)N2CCCC2)c1 (stereo not drawn)
    -2	-6	4	8	7	0.9	0	-3	-16
- CCOC(=O)c1c(CN2CCOCC2)n(-c2ccccc2)c2cc(Br)c(O)cc12
    -8	14	-14	3	64*	0.4	4	4	-10
- COc1ccc(Cc2nnc(SCC(=O)c3ccc(OC)cc3)o2)cc1
    8	-4	2	2	19	0.8	10	-2	-9
- O=C(CSc1nnc(-c2ccc(S(=O)(=O)N3CCCC3)cc2)n1CC1CCCO1)NC1CC1 (stereo not drawn)
    -2	8	-9	7	-20	1.2	7	3	-3
- CCCCn1c(SCc2c(C)noc2C)nc2cc(S(N)(=O)=O)ccc21
    19	-3	3	-3	34	0.7	13	0	-4
- Cc1ccc2[nH]c(=O)c3cc(C(=O)N4CCN(C(=O)c5ccco5)CC4)sc3c2c1
    16	0	-4	13	10	0.9	3	-6	-19
- COC(=O)c1ccc(Cn2c(CN3CCOCC3)nc3ccccc3c2=O)o1
    -9	-2	2	nt	3	1	1	1	-7
- CCn1cc(C(=O)N2CCn3c(nc4ccccc43)C2)c(=O)c2ccc(C)nc21
    18	4	-4	12	18	0.8	2	-5	-8
- O=C(NCc1cccnc1)c1cnn2ccccc12
    -3	-5	2	5	6	0.9	8	-2	-5
- O=C(NCC1CCCO1)C(C(=O)c1ccc(F)cc1)n1ccccc1=O (stereo not drawn)
    -7	1	-3	4	-14	1.1	9	0	-20
- O=C(Nc1ccc(N2CCCC2)cc1)C(Cl)c1ccccc1 (stereo not drawn)
    6	2	-5	12	5	1	-6	-7	-10
- O=C(CCOc1ccccc1)Nc1ccccc1
    -12	5	-2	7	14	0.9	2	5	3
- CC(C)(C)NC(=O)CN(Cc1cccs1)C(=O)CNS(=O)(=O)c1ccccc1
    3	-2	-1	0	27	0.7	6	3	-35
- COc1ccccc1CCNC(=O)CCSc1nc(-c2ccco2)cc(C(F)(F)F)n1
    -5	-3	2	7	nt	nt	2	3	-12
- CCc1ccc(-n2c(CSc3nnnn3-c3ccccc3)nc3ccccc3c2=O)cc1
    -5	6	-3	3	36	0.6	2	1	1
- COc1cc(S(=O)(=O)N2CCCCC2)ccc1NC=O
    0	17	-14	-5	-27	1.3	11	1	8
- Cn1cnc([N+](=O)[O-])c1Nc1ccccc1O
    21	-3	4	5	nt	nt	7	2	-5
- Cc1ccc(C)n1-c1ccc(N2CCOCC2)cc1
    16	1	-1	10	-6	1.1	-3	4	-10
- c1ccc2c(c1)ncn2Cc1nnc2sc(-c3ccc4c(c3)OCO4)nn12
    -7	-11	10	4	81*	0.2	8	-5	-6
- c1ccc(Cc2nc3ccccc3n2Cc2ccccc2)cc1
    10	-8	5	nt	92*	0.1	10	4	-11
- CCCNC(=O)CN1C(=O)NC2(CCCc3cc(OC)ccc32)C1=O (stereo not drawn)
    6	-1	-1	nt	-15	1.1	7	7	-3
- CS(=O)(=O)N(CC(=O)Nc1ccc2c(c1)OCO2)Cc1ccc(Cl)cc1
    7	-3	0	6	77*	0.2	6	6	-8

Compound profiles (already shown). Values in the order: Plk1 PBD FP, PTPN22 inh 2, LYP act, Candida biofilm, CYP2C9 inh, CYP2C9 activ, HIV Rev-RRE inh, EphB4 antag, PLK1 kinase inh
Cc1ccc2[nH]c(=O)c3cc(C(=O)N4CCN(C(=O)c5ccco5)CC4)sc3c2c1 as listed: 16, 0, -4, 13, 10, 0.9, 3, -6, -19
c1ccc2c(c1)ncn2Cc1nnc2sc(-c3ccc4c(c3)OCO4)nn12 as listed: -7, -11, 10, 4, 81*, 0.2, 8, -5, -6
c1ccc(Cc2nc3ccccc3n2Cc2ccccc2)cc1 as listed: 10, -8, 5, nt, 92*, 0.1, 10, 4, -11

More structures.
Values run as follows: Plk1 PBD FP	PTPN22 inh 2	LYP act	Candida biofilm	CYP2C9 inh	CYP2C9 activ	HIV Rev-RRE inh	EphB4 antag	PLK1 kinase inh
- Cc1ccc(-n2nc(C)c3c2OC(N)=C(C#N)C3c2ccco2)cc1 (stereo not drawn)
    -20	-7	5	7	37	0.6	3	-4	-3
- O=C(Nc1ccc2c(c1)OCO2)c1cc2ncc(Br)cn2n1
    0	-6	8	2	-1	1	-4	-3	-9
- c1ccc(-c2oc3ncnc(N4CCOCC4)c3c2-c2ccccc2)cc1
    5	12	-13	7	18	0.8	11	-5	-26
- c1ccc(CCc2nn3c(Cn4cnc5ccccc54)nnc3s2)cc1
    -15	-5	5	nt	6	0.9	0	5	-7
- CCOC(=O)c1ccc(NC(=O)CC2C(=O)N(c3ccc(F)cc3)C(=O)N2CCCOC)cc1 (stereo not drawn)
    -15	-5	4	nt	49	0.5	10	-4	-12
- CCCCOc1ccc(C(=O)N2CC(C)OC(C)C2)cc1 (stereo not drawn)
    -4	5	-6	3	-31	1.3	7	7	-4
- O=C1NC(=O)C2C1C(c1ccccc1)N1C3C(=O)NC(=O)C3C(c3ccccc3)N21 (stereo not drawn)
    -11	-7	9	4	17	0.8	6	-1	-32
- CN(c1ccc(C(=O)NCCc2ccccc2)cc1)S(C)(=O)=O
    21	3	1	1	4	1	10	4	-2
- COc1cccc(-c2csc(N3CCN(C(=S)Nc4ccccc4Cl)CC3)n2)c1
    -16	9	-7	nt	64*	0.4	-4	3	-8
- O=C(Cc1ccccc1)Nc1nc2ccccc2[nH]1
    14	-1	0	4	34	0.7	11	0	-9
- Cc1ccc(/C=N/NC(=O)Cn2nccc2C)o1
    -13	7	-4	4	6	0.9	11	2	-12
- COc1cc(CCNC(=O)c2cnn3ccccc23)cc(OC)c1OC
    8	10	-12	nt	17	0.8	-4	1	-15
- Cc1ccc(Nc2nc(CSc3nnc(-c4cccs4)o3)cs2)cc1
    3	21	-18	nt	12	0.9	15	-5	-10
- COc1ccc(C(CNC(=O)c2cccnc2SC)N2CCOCC2)cc1 (stereo not drawn)
    -24	-14	11	4	7	0.9	7	0	-14
- CC1CCCN(c2nc3ccccc3nc2C(C#N)S(=O)(=O)c2ccccc2)C1 (stereo not drawn)
    -6	-6	4	3	30	0.7	18	-5	1
- O=C(Nc1ccc(N2CCOCC2)cc1)c1cccc(S(=O)(=O)N2CCCCC2)c1
    -6	5	-6	nt	10	0.9	1	-5	-19
- CCCCOC(=O)Cn1c2ccc(OC)cc2c2nc3ccccc3nc21
    -23	-5	5	8	20	0.8	5	0	-17
- O=C(NC1CCCCC1)N(CCN1CCOCC1)Cc1cc2cc3c(cc2[nH]c1=O)OCCO3
    0	-13	10	7	6	0.9	2	-11	1
- Cc1ccc(C(=O)CSc2nnc(COc3cc(C)cc(C)c3)o2)cc1
    3	-2	1	18	26	0.7	10	4	-11
- CSc1ccccc1N1CCN(C(=O)Nc2ccc3c(c2)NC(=O)CO3)CC1
    -49	7	-5	nt	7	0.9	-2	-9	2
- O=C(C(Cc1ccccc1)n1cccc1)N1CCN(C2CCCCC2)CC1 (stereo not drawn)
    6	-12	9	4	94*	0.1	-3	-9	-4
- Cc1cccc(Cn2c(NCCO)nc3c2c(=O)n(C)c(=O)n3C)c1
    3	-6	7	-6	23	0.8	8	7	-22
- COc1ccc(N/C=C(\C#N)c2nc3ccccc3n2C)c(OC)c1
    -1	10	-11	3	-29	1.3	6	6	-1
- CC1=CC(C)C(C(=O)O)C(C(=O)O)C1 (stereo not drawn)
    12	-2	2	5	7	0.9	3	-3	-12
- COc1ccc(Nc2ncccc2C(=O)Nc2ccccc2)cc1
    -16	4	-5	5	14	0.9	6	-9	0
- COc1ccc(/C=N/n2c(C)nnc2C)c(OC)c1
    10	-28	26	5	2	1	6	-2	-2
- CCSC1=NC(=O)/C(=C2/C=Cc3ccccc3N2CC)S1
    -13	-4	2	6	-6	1.1	-7	4	3
- COC(=O)c1cn(-c2ccccc2)nc1-c1ccccc1
    -29	-4	8	1	21	0.8	-2	5	-11
- Cc1ccc(N2CC(C(=O)Nc3cccnc3)CC2=O)cc1 (stereo not drawn)
    -9	2	0	3	37	0.6	6	5	-10
- CC(=O)Nc1ccc(OCC(O)CN2CCN(c3cccc(Cl)c3)CC2)cc1 (stereo not drawn)
    -3	1	5	1	56*	0.4	4	12	-8
- CC(C)OCP(=O)(c1ccccc1)c1ccccc1
    -11	3	-3	5	2	1	1	-6	-11
- O=C(Nc1ccc(N2CCCCC2)c(Cl)c1)c1cccnc1
    1	-6	9	4	28	0.7	1	-9	-4
- Cc1noc(-c2ccccc2OC(=O)c2ccccc2)n1
    -8	-1	1	5	33	0.7	8	7	-14
- CCN(CC)CCNC(=O)Cn1c(C)cc2ccccc2c1=O
    -1	10	-10	9	-14	1.1	9	-10	2
- Cc1nc2ccccc2n1CCC(=O)Nc1cccc(F)c1
    1	-12	9	9	18	0.8	4	7	-8
- CCOc1ccc(NC(=O)[C@@H](NC(=O)c2ccccc2Br)C(C)C)cc1
    -13	-8	9	nt	21	0.8	10	-3	-15
- COC(=O)C(O)(CC(=O)Nc1cc(Cl)ccc1Cl)C(F)(F)F (stereo not drawn)
    -6	-4	4	-2	nt	nt	9	2	-11
- CCOc1cccc2sc(=NC(=O)c3ccc(S(=O)(=O)N4CCOCC4)cc3)n(C)c12
    8	4	-5	nt	56*	0.4	-3	-11	-14
- CC1CCN(c2nc3c(c(=O)[nH]c(=O)n3C)n2CCSc2nc3ccccc3o2)CC1
    -3	-1	2	2	11	0.9	12	3	-12
- COc1ccc(/C=N/NC(=O)c2nc(-c3ccccc3)cc(-c3ccccc3)n2)cc1OC
    -7	18	-16	nt	-6	1.1	0	5	-10
- O=C(Nc1ccc(Cl)cc1)C1C2CCC3C(CCC21)C3(Cl)Cl (stereo not drawn)
    33	-4	8	nt	14	0.9	8	3	-18
- Cc1ccc(C(=O)N2CCSCC2)cc1
    8	-6	6	-7	27	0.7	8	0	-8
- CC1CC1C(=O)OCC(=O)NCc1ccc(Cl)cc1Cl (stereo not drawn)
    3	2	-1	nt	30	0.7	1	3	-11
- CCOC(=O)c1cn(-c2ccccc2CO)c2c(F)c(F)c(F)cc2c1=O
    4	-4	10	nt	17	0.8	6	0	-9
- Cc1ccccc1OCCCC(=O)Nc1nccs1
    -17	-5	6	15	36	0.6	0	2	15
- c1ccc(N2CCN(c3ncnc4scc(-c5cccs5)c34)CC2)cc1
    -5	-15	18	11	97*	0	0	-8	46
